Source: PubChem (National Center for Advancing Translational Sciences (NCATS))
Abeta rescue = qHTS for compounds that reverse cellular toxicity of Amyloid beta (A-beta) peptide in yeast: Primary Screen. yeast expressing A-beta42, growth rescue, OD600, 48 h; response scale: 0% DMSO, 100% iron-clioquinol control. Potency, µM (titrated, usually from 46.1 µM), without a hit: at the top dose growth rescue, actives largely listed as activators. 410,000 tested, 0.063% active. AID 1347071, 2019; also: potency is read from the fitted curve at half-maximal effect; nearly all actives have a fitted effect of over 55% in size
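Yeast A-beta toxicity model in growth medium with pinned compounds, 48 h at 30 C; growth read as absorbance at 600 nm. Normalized to FeCl3/clioquinol equimolar mix (positive) and DMSO (negative).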
D3 antag = qHTS of D3 Dopamine Receptor Antagonist: qHTS | AID 652054, 2013 | 360,000 tested, 2.5% active | D(3) dopamine receptor (Homo sapiens), P35462 | max response, negative = inhibition, % | D3R cells, DiscoveRx beta-arrestin luminescence, antagonist mode; active compounds read low; in the data active = max response below about -50%; inconclusive = no clear call, values can overlap the other calls; also: % is scaled to controls: 0 for no effect and ±100 for the full control effect; mostly tested at two doses, the higher about 12 µM
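Cells plated overnight at 1500 cells/well, then exposed to library compounds with dopamine controls for 90 minutes at 37 degrees C. DiscoveRx reagent added for 30–60 minutes at room temperature; luminescence read, quantitative HTS format.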
EPAC2 agonist = qHTS for Agonist of cAMP-regulated guanine nucleotide exchange factor 4 (EPAC2): primary screen; Rap guanine nucleotide exchange factor 4 (Homo sapiens), Q8WZA2; EPAC2 activation, biochemical qHTS; response scale: 100% = 6.5 mM cAMP response; Potency, µM (titrated, usually from 154 µM), for the others: at the highest dose activation, usual class: activators; 360,000 tested, 0.079% active; AID 720711, 2013; also: potency is read from the fitted curve at half-maximal effect; nearly all actives have a fitted effect of over 50% in size
Target sequence (Q8WZA2 whole entry, looked up): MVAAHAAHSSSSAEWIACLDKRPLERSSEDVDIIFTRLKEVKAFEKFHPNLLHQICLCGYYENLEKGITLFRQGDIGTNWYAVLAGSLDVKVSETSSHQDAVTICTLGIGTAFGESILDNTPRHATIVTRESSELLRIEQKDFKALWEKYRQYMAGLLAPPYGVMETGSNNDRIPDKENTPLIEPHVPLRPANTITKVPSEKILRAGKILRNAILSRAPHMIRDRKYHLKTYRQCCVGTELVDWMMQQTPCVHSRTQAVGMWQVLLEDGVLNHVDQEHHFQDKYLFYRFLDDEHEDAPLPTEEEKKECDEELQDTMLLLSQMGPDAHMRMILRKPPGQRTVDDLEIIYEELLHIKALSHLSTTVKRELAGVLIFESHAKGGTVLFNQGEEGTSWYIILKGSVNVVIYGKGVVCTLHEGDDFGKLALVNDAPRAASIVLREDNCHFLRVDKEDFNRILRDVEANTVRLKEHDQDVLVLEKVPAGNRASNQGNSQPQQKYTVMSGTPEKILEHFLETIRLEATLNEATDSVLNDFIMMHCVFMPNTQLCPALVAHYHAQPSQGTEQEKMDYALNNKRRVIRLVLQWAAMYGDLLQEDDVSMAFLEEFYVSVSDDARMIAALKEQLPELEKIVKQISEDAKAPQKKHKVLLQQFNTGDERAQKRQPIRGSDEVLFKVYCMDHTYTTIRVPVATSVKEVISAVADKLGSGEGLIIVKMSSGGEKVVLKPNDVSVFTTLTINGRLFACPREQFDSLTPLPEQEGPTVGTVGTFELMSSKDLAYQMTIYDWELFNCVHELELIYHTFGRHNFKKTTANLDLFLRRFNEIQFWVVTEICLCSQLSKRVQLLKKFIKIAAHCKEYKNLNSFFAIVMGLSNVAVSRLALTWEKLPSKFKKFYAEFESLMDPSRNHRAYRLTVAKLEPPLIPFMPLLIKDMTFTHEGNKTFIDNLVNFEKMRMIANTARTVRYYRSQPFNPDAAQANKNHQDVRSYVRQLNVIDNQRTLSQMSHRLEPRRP
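qHTS, titration series. 100 nM EPAC2 / 250 nM Rap1B-BODIPY-GDP / 50 uM GDP; RT; ex 480/em 540 nm, 5-min reads to 30 min. Norm. to 6.5 mM cAMP = activation.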
EPAC2 antagonist = qHTS for Antagonist of cAMP-regulated guanine nucleotide exchange factor 2 (EPAC2): primary screen; AID 720708, 2013; 360,000 tested, 0.18% active; EPAC2 GEF exchange of Rap1B-BODIPY-GDP, fluorescence; Potency, µM (doses to about 114 µM), for inactives: at the top dose activity, negative = inhibition, usual class: inhibitors; also: potency is read from the fitted curve at half-maximal effect; % is scaled to controls: 0 for no effect and ±100 for the full control effect; nearly all actives have a fitted effect of over 45% in size; many of its hits are not listed in these tables
D3 ag = qHTS of D3 Dopamine Receptor Agonist: qHTS; AID 652048, 2013; 410,000 tested, 0.58% active; max activation, %; D(3) dopamine receptor (Homo sapiens), P35462; D3R DiscoveRx beta-arrestin cells, luminescence, 90 min; in the data active = max activation above about 30%; also: 0% is about no effect; mostly tested at two doses, the higher about 12 µM
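Agonist-mode cell screen: cells plated at 1500/well and incubated overnight at 37 °C, then exposed to library compounds for 90 min at 37 °C. Detection reagent was added for 30–60 min at room temperature, and luminescence was read.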
FUS yeast rescue = qHTS for Suppressors of FUS Proteinopathy: Primary screen using FUS-linked yeast assay; S. cerevisiae FUS-expressing, growth rescue, OD600, 24 h; Potency, µM (titrated, usually from 76.6 µM), inactives show top-dose growth rescue (activation), usual class: activators; 390,000 tested, 0.24% active;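 also: potency is read from the fitted curve at half-maximal effect; plate controls were DMSO vehicle for no effect and reference control for full effect; nearly all actives have a fitted effect of over 55% in size; some results filed as inactive show a strong effect at the top dose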
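Restored growth of FUS-toxic S. cerevisiae, read as 600 nm absorbance after 24 h at 30C in galactose medium (starting OD 0.005). Controls CP55940 and DMSO.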
TDP43 rescue = qHTS of TDP-43 Inhibitors | 410,000 tested, 1.8% active | TDP-43 expressing yeast growth rescue, BacTiter-Glo, 24 h | Potency, µM (top dose mostly 46.1 µM), inactives show at the top dose growth rescue (activation), hits mostly activators; also: potency is read from the fitted curve at half-maximal effect; % of control where 0% means no effect; nearly all actives have a fitted effect of over 50% in size
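Growth rescue of TDP-43-toxic yeast measured as ATP luminescence (BacTiter-Glo). Cells grown to mid-log in raffinose, induced in galactose at OD600=0.02, exposed to compound 24 hr at 30 deg C.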
aSyn rescue = qHTS of alpha-syn Inhibitors; Potency, µM (highest dose often 46.1 µM), for the others: top-dose growth rescue (activation), actives largely listed as activators; Yeast expressing alpha-synuclein, growth rescue, BacTiter-Glo, 24 h; AID 652106, 2013; 370,000 tested, 0.14% active; also: potency is read from the fitted curve at half-maximal effect; % of control where 0% means no effect; nearly all actives have a fitted effect of over 65% in size
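Galactose-induced alpha-syn yeast (OD600=0.02, raffinose-pregrown) + pinned cpd, 24 hr, 30 deg C; growth by BacTiter-Glo luminescence. Growth restoration scores as activation.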
* hit, by the source's call; ? = inconclusive; · = no result given; [ ] = dose if it differs, or a comment. Unless noted, calls follow the shape of the dose curve; as a rule, active = well fitted curve in the direction sought with a large enough effect; inconclusive = small, poorly fitted or top-dose-only effect, or another doubt; inactive = no such curve, though single readings can be large; an effect the other way counts as inactive or inconclusive. These rows are one share of the data; the hit share may differ from the screen's.

SMILES	Abeta rescue	D3 antag	EPAC2 agonist	EPAC2 antagonist	D3 ag	FUS yeast rescue	TDP43 rescue	aSyn rescue
O=C(Cn1c(=O)oc2ccccc21)N(Cc1ccccc1)C1CCS(=O)(=O)C1 (stereo not given)	-6%	0	-1%	-3%	7	-12%	-6%	-1%
C1CCC(C23CC4CC(CC(C4)C2)C3)NC1 (stereo not given)	14%	14	4%	3%	-2	18%	15%	2%
COc1cc(NC(=O)CN2C(=O)NC(C)(CC(C)C)C2=O)cc(OC)c1 (stereo not given)	-2%	-20	6%	-5%	0	15%	-2%	4%
Cc1cc(C(=O)Nc2ccccc2)oc(=O)c1	-2%	5	8%	0%	6	-28%	-1%	1%
CC1CCCN(C(=O)c2cc3c(-c4ccc(Cl)cc4)nn(C)c3s2)C1 (stereo not given)	-5%	23	-8%	-2%	3	-10%	4%	-1%
COc1ccc(-c2cc(-c3cc(F)ccc3O)[nH]n2)cc1OC	31%	13	8%	-2%	12	11%	?	-15%
COc1cc2c(cc1OC)[C@@H](Cc1ccc(OCCC#N)cc1)N(C)CC2	-7%	-6	14%	4%	-19	15%	-7%	0%
CCc1ccccc1Nc1nc(N)nc(COC(=O)C2=COCCO2)n1	-8%	-1	9%	-12%	0	7%	17%	-3%[1.84 µM]
Cc1ccc(-n2nc(CO)c(C(=O)NC(C)CCCc3ccccc3)n2)cc1 (stereo not given)	-3%	·	·	·	-4	8%	1%	·
CC(C)c1nc(SCC(=O)Nc2ccc(N(C)C)cc2)c2ccccc2n1	14%	5	-3%	19%	2	-15%	1%	-11%
Cc1cc(F)c(F)c(C(=O)N2CCC(C)CC2)c1Cl	16%	12	3%	3%	0	18%	23%	0%
C[C@H](CO)N1C[C@H](C)[C@H](CN(C)C(=O)Cc2ccccc2)OCc2cnnn2CCCC1=O	13%	26	-4%	7%	4	-31%	?	-5%
O=C(CSc1nc2ccccc2s1)N1c2ccccc2Sc2ccc(C(F)(F)F)cc21	19%	1	3%	-21%	3	13%	10%	3%
CCOC(=O)NC1c2ccccc2Oc2ccccc21	-2%	4	0%	3%	-16	30%	25%	10%
CCC(C)NCCCCOc1ccc(C)cc1[N+](=O)[O-] (stereo not given)	-2%	-93*	-1%	5%	-30	14%	0%	-1%
Cc1cccc(NC(=O)c2nc[nH]c2C(=O)N[C@@H](CC(C)C)C(=O)OCc2ccccc2)c1	1%	-2	-6%	-12%	0	34%	6%	?
O=C(O)C1CCCCC1C(=O)NCc1cn2ccccc2n1 (stereo not given)	1%	-6	2%	6%	3	-14%	16%	-6%
CN1CCN(C(=O)C2=C[C@@H](c3ccccc3)C[C@@H](OCc3ccc(CO)cc3)O2)CC1	-10%	-1	2%	11%	-20	-21%	-17%	-24%
O=C(Nc1ccccc1)c1ccc(COc2ccccc2)cc1	1%	2	9%	5%	2	10%	8%	0%
O=C(/C=C/c1ccc(Br)cc1)N1CCN(c2cccc(C(F)(F)F)c2)CC1	-6%	-10	9%	-9%	-6	8%	?	?
Cc1ccc(CNC(=O)c2ccc(CSCc3cccc(C)c3)o2)cc1	2%	·	·	·	4	25%	35µM*	?
COc1cccc(N2C(=O)C(O)=C(C(C)=O)C2c2ccc(OC)c(OC)c2)c1 (stereo not given)	21%	8	7%	0%	1	7%	12%	3%
Cc1nc(NC(=O)CSc2ccccc2N)sc1C	2%	-22	6%	9%	-2	13%	-18%	-5%
Cc1ccccc1CSc1ccc(-c2ccc3c(c2)OCO3)nn1	-30%	-8	13%	9%	-5	·	?	-7%
CC(C)Oc1ccc(C(=O)NN2C(=O)NC3(CCCCC3)C2=O)cc1	-2%	5	-5%	-1%	-13	·	11%	-1%
COc1ccc(N/C=C(\C=C\C#N)S(=O)(=O)c2ccccc2)cc1	-13%	-19	7%	4%	-7	-17%	9%	2%
CC(C)CCN1C(=O)CSCC1(C)C(=O)NC(C)C (stereo not given)	-3%	-6	4%	5%	-3	-11%	-1%	2%
CCN1CCN(CC(O)COc2ccc(Cl)cc2)CC1 (stereo not given)	5%	27	-14%	4%	-8	26%	-3%	1%
Cc1ccc(C)c(Nc2nn3c(=O)c4ccc(C(=O)NC5CCCCC5)cc4nc3s2)c1	-17%	·	·	·	-5	17%	12%	-4%
O=C(N[C@@H](Cc1c[nH]c2ccccc12)C(=O)O)OCC1c2ccccc2-c2ccccc21	-15%	-16	0%	-25%	-18	?	-22%	-7%
CCCNC(=S)Nc1c(C)n(C)n(-c2ccccc2)c1=O	-16%	?	1%	-8%	-13	-5%	-10%	-1%
CCOC(=O)c1c(NC(=O)CNCC(O)CO)sc(C)c1C (stereo not given)	18%	21	6%	9%	2	2%	-2%	11%
O=C(Oc1ccc(Cl)c2cccnc12)N1CCCCCC1	-19%	0	-4%	-4%	-7	3%	19%	-3%
Cc1onc(-c2c(F)cccc2Cl)c1C(=O)NC(=S)NCc1cccnc1	-7%	0	7%	10%	-7	·	-8%	7%
COc1ccc(Nc2nnc(-c3ccncc3)s2)cc1Cl	-8%	-6	-4%	-3%	18	15%	-5%	-2%
O=C(CSc1nncs1)NC1CCCCCCC1	2%	5	-3%	0%	2	·	?	-8%
Cc1cc(C(F)F)n2ncc(C(=O)NCc3ccccc3C(F)(F)F)c2n1	-6%	-7	13%	-6%	5	20%	-30%	9%
CCc1nnc2c(NCc3ccccc3OC)nc3ccccc3n12	-9%	·	·	·	-10	9%	-11%	·
CC1CCCCC1N1CCN(C(=O)c2cccc(F)c2)CC1 (stereo not given)	-4%	32	1%	-2%	-6	-10%	-3%	4%
Cc1ccc(C(=O)N/N=C/c2ccc(-c3ccccc3[N+](=O)[O-])o2)cn1	-77%[inhibitor]	-7	4%	-6%	1	26%	9%	9%
CN(C)C1(CNC(=O)C2CCN(S(=O)(=O)c3ccccc3C(F)(F)F)CC2)CCCCC1	2%	8	3%	-5%	-3	9%	18%	-6%
Cc1cccc(NC(=S)N2CCOCC2)c1C	18%	14	6%	3%	-1	-22%	0%	2%
Cc1cc(OCC(=O)Nc2ccccc2F)nc(C(C)C)n1	-5%	-16	6%	10%	-14	20%	-13%	1%
Cc1ccc(S(=O)(=O)N(CC(=O)Nc2ccc3c(c2)OCO3)c2ccc(C)c(Cl)c2)cc1	-23%	·	·	·	-18	5%	1%	·
CCn1c(Cc2ccccc2)nnc1SCC(=O)Nc1nc2ccccc2s1	9%	?	-9%	4%	7	-24%	8%	4%
COc1ccc(-c2oc3ccccc3c2C(=O)OCc2ccc(O)cc2)cc1	-14%	50	7%	-3%	0	17%	-4%	9%
CCc1nc2c(OCc3ccccc3C)cccn2c1N(C)C(=O)c1ccc(C)cc1	-3%	0	28%	3%	4	16%	0%	2%
COc1ccc(CCNC(=O)COC(=O)c2cnccn2)cc1	8%	14	12%	-2%	2	0%	13%	2%
COc1ccc(-c2nnc(Nc3nc4c(OC)cccc4s3)o2)c(OC)c1	-18%	-68*	10%	1%	-4	16%	-16%	?
CC(C)NC(=O)CN1C(=O)c2cccnc2Sc2ccccc21	-15%	·	·	·	1	7%	6%	·

Laid out differently: results already given.
structure | Abeta rescue | D3 antag | EPAC2 agonist | EPAC2 antagonist | D3 ag | FUS yeast rescue | TDP43 rescue | aSyn rescue
Cc1ccc(C)c(Nc2nn3c(=O)c4ccc(C(=O)NC5CCCCC5)cc4nc3s2)c1 | -17% | · | · | · | -5 | 17% | 12% | -4%
CN(C)C1(CNC(=O)C2CCN(S(=O)(=O)c3ccccc3C(F)(F)F)CC2)CCCCC1 | 2% | 8 | 3% | -5% | -3 | 9% | 18% | -6%
Cc1ccc(-n2nc(CO)c(C(=O)NC(C)CCCc3ccccc3)n2)cc1 (stereo not given) | -3% | · | · | · | -4 | 8% | 1% | ·

(list continues)
SMILES	Abeta rescue	D3 antag	EPAC2 agonist	EPAC2 antagonist	D3 ag	FUS yeast rescue	TDP43 rescue	aSyn rescue
CC1=C[C@@H](C)[C@@H](c2ccc(C(F)(F)F)cc2)OC1=O	-11%	1	7%	-7%	-7	-24%	18%	0%
Cc1ccc(OCCCC(=O)Nc2nnc(C3CCCO3)s2)c(C)c1 (stereo not given)	4%	-3	1%	9%	11	7%	-9%[9.22 µM]	11%
CN(C)c1cccc(N(C)C)c1CNC(=O)NC(=O)c1c(F)cccc1F	-1%	3	5%	-4%	11	18%	-9%	3%
COc1cc(CN2CCNC(=O)C2CC(=O)N2CCCO2)cc(OC)c1 (stereo not given)	6%	8	11%	-1%	-2	11%	-15%	-3%
CN1CCN(C(=O)c2cnn3c(C(F)(F)F)cc(-c4ccc5c(c4)OCO5)nc23)CC1	10%	19	2%	6%	-15	8%	-12%	2%
COCCNC(=O)C(c1ccc(F)cc1)N(Cc1ccco1)C(=O)CCC(=O)Nc1nccs1 (stereo not given)	-4%	-4	0%	16%	-1	3%	5%	-8%
CCOC(=O)C1CCCN(c2c(C(=O)c3ccc(OCC)cc3)cnc3ccccc23)C1 (stereo not given)	-2%	·	·	·	-3	18%	-2%	·
CCn1c(SCC(=O)NCc2ccccc2)nc2nc3c(cc2c1=O)CCCC3	4%	10	6%	0%	-3	4%	14%	-1%
CN(c1ccccc1)S(=O)(=O)c1cccc(C(=O)NNC(=O)c2ccccc2)c1	-16%	-9	8%	-3%	9	11%	4%	0%
CN1C(=O)c2cccc3c(S(=O)(=O)N(C)C)ccc1c23	-2%	18	-2%	-4%	3	7%	11%	-1%
NCCCn1c(C(=O)c2ccc(Cl)cc2)c2ccc(C(F)(F)F)cc2[n+]1[O-]	-16%	-16	1%	21%	-7	-14%	7%	-4%
CCOC(=O)C1(Cc2cccc(OC)c2)CCN(Cc2ccc(OC)c(O)c2)CC1	6%	-14	4%	2%	-19	-30%	0%	-1%
O=C(NNC(=S)NC(=O)c1cccs1)c1ccc(NC(=O)c2ccccc2)cc1	15%	11	-4%	6%	2	29%	14%	0%
